HTT cytoprotect – qHTS Multiplex Assay to Identify Dual Action Probes in a Cell Model of Huntington: Cytoprotection (ATP). PC12 HTT-Q103 induced, cytoprotection, ATP luminescence, 40 h. Potency, µM (top dose mostly 56.4 µM), without a hit: cytoprotection (ATP increase), most hits filed as activators. 0.14% of 230,000 active. AID 1471, 2008;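 note: potency is the fitted concentration of half-maximal effect; % of control where 0% means no effect; nearly all actives have a fitted effect of over 45% in size; toxic huntingtin expression switched on by the ecdysone agonist tebufenozide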
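Cells were plated at 1500 per well in phenol red-free DMEM with 5% equine and 5% calf serum. Tebufenozide (100 nM final) and compounds were added, then ATPlite reagent, and luminescence was read.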
HTT aggregate – qHTS Multiplex Assay to Identify Dual Action Probes in a Cell Model of Huntington: Aggregate Formation (GFP); PC12 HttQ103-GFP aggregates, Acumen cytometry, 40 h; Potency, µM (titrated, usually from 46.1 µM), inactives show top-dose activity change, negative = inhibition, most hits filed as inhibitors; 1.1% of 220,000 active; AID 1688, 2009; note: potency is the fitted concentration of half-maximal effect; % is set by controls: 0 for no effect and ±100 for the full control effect; nearly all actives have a fitted effect of over 60% in size
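PC12/HTTQ103-GFP, ecdysone-inducible; teb 100 nM; cpd qHTS titration; GFP aggregates read on laser cytometer, Ex 488/Em 500-530 nm.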
LMNA splice mod – qHTS Assay for Modulators of Lamin A Splicing | Potency, µM (highest dose often 46.1 µM), without a hit: at the top dose ratio change, negative = inhibition, most hits filed as inhibitors | AID 1487, 2009 | 0.01% of 200,000 active | HeLa LMNA splicing GFP/RFP minigene ratio, 48 h; active = well fitted inhibition curve with a large enough effect in the signal ratio, with a control signal flat, not every such curve was filed as active; inconclusive = small, poorly fitted or top-dose-only effect, or effect the other way, or a change in a side signal; the % refers to the signal ratio; note: potency is the fitted concentration of half-maximal effect; % is set by controls: 0 for no effect and ±100 for the full control effect
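S3 HeLa stable clones carrying a lamin A-EGFP splicing minigene plus DsRed2 were seeded at 600 cells/well in Opti-MEM with 2% FBS, pin-dosed and incubated 48 h at 37°C. Acumen cytometry (488 nm) gave the GFP/RFP total-intensity ratio.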
IMPase Li inh – qHTS Assay for Identifying the Cell-Membrane Permeable IMPase Inhibitors: Potentiation with Lithium; 0.35% of 210,000 active; Potency, µM (highest dose often 59.4 µM), inactives show at the highest dose activity, negative = IMPase inhibition, actives largely listed as inhibitors; CHO-M1 cells, IP1 TR-FRET (IP-One), carbachol + lithium;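 note: IP1 builds up when IMPase is blocked and the TR-FRET signal falls; potency is the fitted concentration of half-maximal effect; plate controls were basal vehicle for no effect and high inhibitor control for full effect; nearly all actives have a fitted effect of over 50% in size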
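Steps: plate 2000 CHO-M1 cells per well and culture 16–30 h; add compound and lithium; incubate 30 min, 37C; add d2-IP1 tracer and Eu cryptate anti-IP1 antibody in lysis buffer; read after 10 min at room temperature.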
Luc counter – Counterscreen for Luciferase (Kinase-Glo TM) Inhibition; Luciferin 4-monooxygenase (Photuris pensylvanica), Q27757; Kinase-Glo luciferase, ATP luminescence, 8 min; Potency, µM (doses to about 38.3 µM), without a hit: top-dose activity change, negative = inhibition, hits mostly inhibitors; 0.28% of 200,000 active; note: potency is the fitted concentration of half-maximal effect; % is set by controls: 0 for no effect and ±100 for the full control effect; nearly all actives have a fitted effect of over 60% in size
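Substrate mix (final 50 mM imidazole pH 7.2, 50 mM KCl, 7 mM MgCl2, 10 uM ATP, 0.01% Tween 20, 0.05% BSA) plus pin-tool compound, then Kinase-Glo detection mix; 8 min ambient, luminescence read.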
SMN2 splice up – qHTS Assay for Enhancers of SMN2 Splice Variant Expression. HEK293 SMN2-luciferase splicing reporter, luminescence, 30-36 h. Potency, µM (doses to about 46.1 µM), without a hit: at the top dose activity change, positive = activation, hits mostly activators. 2.8% of 210,000 active. AID 1458, 2008; note: potency is the fitted concentration of half-maximal effect; % of control where 0% means no effect; nearly all actives have a fitted effect of over 55% in size
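HEK293 cells carry an SMN2 […]–luciferase reporter in which exon 7 inclusion puts luciferase in frame. Cells were plated 10-12 h before compound addition, then incubated 30-36 h at 37C. ONE-Glo luminescence was read; sodium butyrate at 4.5 mM final served as control.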
CBFb RUNX1 block – qHTS Assay for Compounds Blocking the Interaction Between CBF-beta and RUNX1 for the Treatment of Acute Myeloid Leukemia; Runt-related transcription factor 1 (Homo sapiens) + Core-binding factor subunit beta …; AID 1477, 2009; 230,000 tested, under 10 active; AlphaScreen CBFb-His/RUNX1-biotin binding, biochemical; Potency, µM (doses to about 59.8 µM), inactives show at the highest dose activity, negative = inhibition, usual class: inhibitors; note: % of control where 0% means no effect
Target sequence (Q01196 whole entry, looked up): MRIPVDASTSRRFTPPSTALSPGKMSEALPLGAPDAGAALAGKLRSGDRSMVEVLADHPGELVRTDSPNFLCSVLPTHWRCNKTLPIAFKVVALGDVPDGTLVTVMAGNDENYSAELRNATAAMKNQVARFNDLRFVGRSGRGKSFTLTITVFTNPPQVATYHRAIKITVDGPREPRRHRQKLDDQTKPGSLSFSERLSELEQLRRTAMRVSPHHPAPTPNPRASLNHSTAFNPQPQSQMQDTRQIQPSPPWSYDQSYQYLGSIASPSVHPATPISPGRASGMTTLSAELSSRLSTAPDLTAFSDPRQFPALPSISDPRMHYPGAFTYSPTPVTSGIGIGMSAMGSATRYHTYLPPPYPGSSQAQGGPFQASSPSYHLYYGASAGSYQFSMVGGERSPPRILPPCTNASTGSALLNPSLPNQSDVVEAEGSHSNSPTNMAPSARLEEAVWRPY
Target sequence (Q13951 whole entry, looked up): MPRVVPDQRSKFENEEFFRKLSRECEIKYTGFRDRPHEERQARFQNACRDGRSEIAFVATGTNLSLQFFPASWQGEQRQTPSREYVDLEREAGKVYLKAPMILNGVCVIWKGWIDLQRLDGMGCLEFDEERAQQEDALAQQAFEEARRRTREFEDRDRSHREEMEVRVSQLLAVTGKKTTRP
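CBF-beta (His) and RUNX1 (biotin), 30 nM each; 20 min preassociation; + compound, 15 min; + beads 50 ng each (Ni, streptavidin), 90 min; RT; AlphaScreen read.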
* hit, by the source's call; ? = inconclusive; / = not tested or not shown; & = joins results of further samples; [ ] = another dose, or the depositor's remark. Unless noted, calls come from the whole dose curve; as a rule, active = well fitted curve in the direction sought with a large enough effect; inconclusive = small, poorly fitted or top-dose-only effect, or another doubt; inactive = no such curve, though single readings can be large; an effect the other way counts as inactive or inconclusive.

nr | SMILES | LMNA splice mod | SMN2 splice up | Luc counter | IMPase Li inh | HTT aggregate | HTT cytoprotect | CBFb RUNX1 block
1 | COc1ccc2cc3cc(C(=O)N4CCN(c5ccccc5)CC4)oc3nc2c1 | 3% | -41% | -5% | 17%[38.3 µM] | / | 9%[10 µM] | -2%
2 | CCOC(=O)N1CCN(C(=O)CSc2ccc3nnc(-c4cccnc4)n3n2)CC1 | ? | 7% | -1% | 9% | 0% | -57%[inhibitor] | -1%
3 | COc1cc(C(=O)N2CCN(S(=O)(=O)c3ccc(F)cc3)CC2)cc(OC)c1OC | 5% | -33% | 0% | -1%[38.3 µM] | -23% | -48%[inhibitor] | 1%
4 | CC1(c2cc(C(F)(F)F)n3nc(C(=O)O)cc3n2)CC1 | -4% | -3% | 1% | 0% | 3% | 39%[10 µM] | 5%
5 | O=C(NNC1CC(=O)N(c2ccc(Br)cc2)C1=O)c1cccs1 (configuration not stated) | / | / | / | / | -10%[9.22 µM] | -3%[10 µM] | 2%
6 | CCC(C)NC(=O)Cn1cccc1C(=O)c1ccccc1 (configuration not stated) | -3% | -14% | 2% | -4%[38.3 µM] | 10% | 2% | 1%
7 | CCCOC(=O)c1cccc(NC(=O)C(C)(C)C)c1 | -7% | 22% | 5% | 7% | 9% | -15% | 8%
8 | CC1=NN(C(C#N)c2cccc([N+](=O)[O-])c2)C(C)(C)C1 (configuration not stated) | 13% | 22% | 3% | 5% | 6% | / | -10%
9 | O=[N+]([O-])c1ccc(OCCN2CCCCCC2)cc1 | -8% | -2% | 2% | 19% | 9% | 21%[10 µM] | 3%
10 | CCCn1nnc(NC(=O)/C=C/c2ccccc2)n1 | -7%[46 µM] | 19% | 4% | 8% | -22% | -61%[inhibitor] | 18%
11 | S=C(NCc1ccccn1)Nc1ccc(Cl)c(Cl)c1 | 4% | 23% | -1% | -6%[38.3 µM] | -6% | 15% | 3%
12 | CCCCCOC(=O)C1[C@H]2C(=O)N(c3ccccc3CC)C[C@]23C=C[C@H]1O3 (some centres not stated) | 0% | -1% | -1% | -3%[38.3 µM] | 7% | 0% | 0%
13 | COc1ccc(-n2c(C)nnc2SCC(=O)N2C(C)CCCC2C)cc1 (configuration not stated) | 9% | -4% | -2% | 14%[38.3 µM] | ? | -12% | 8%
14 | O=c1[nH]c(CSc2nnc(-c3cccnc3)n2C2CCCCC2)nc2ccccc12 | -18% | 23% | -3% | 8%[38.3 µM] | 1% | 14% | 0%
15 | CCOC(=O)c1c(NC(=O)Cc2cccs2)sc2c1CCCC2 | ? | / | / | / | -11% | -35% | 5%
16 | NC(=O)C(CC(=O)O)NC(=O)[C@@H]1CCCNc2c(I)cc([N+](=O)[O-])cc2C(=O)N[C@@H](CO)C(=O)N[C@@H](Cc2ccc(O)cc2)C(=O)N1 (some centres not stated) | 3% | 1% | 2% | -8% | -1% | / | 14%[2.36 µM]
17 | O=C(O)c1cccc(NC(=O)c2ccc3c(c2)C(=O)N(CC2CCCO2)C3=O)c1 (configuration not stated) | 3% | 4% | -10% | 6%[38.3 µM] | -8% | 7%[10 µM] | -2%
18 | Cc1ccc2cc3cc(C(=O)N(CC(=O)NC4CCCC4)c4cccc(C)c4C)sc3nc2c1 | -11% | 12% | -1% | -1%[38.3 µM] | -3% | 3.2µM* | -3%
19 | COc1cc(C)ccc1OCCCON1C(=O)CCC1=O | 6% | 17% | -5% | 10%[38.3 µM] | 0% | -1% | -1%
20 | COc1cccc(C(=O)Nc2cccc3c2ccc2cccn23)c1 | / | -22% | -1% | 3% | 20% | / | -2%
21 | Cc1ccc(C(=O)NC(NCc2ccccc2)C(Cl)(Cl)Cl)cc1 (configuration not stated) | ? | -55% | 4% | 2% | 9% | / | 14%
22 | CCc1nccn1C(=O)c1cnn2c(C(F)F)cc(-c3ccc(C)cc3)nc12 | -15% | / | / | / | 13% | -16%[10 µM] | 5%
23 | COCCn1c(SCc2nnc(-c3ccccc3)o2)nc2sc3c(c2c1=O)CCC3 | ? | -6% | 14% | 22%[38.3 µM] | -2% | -14%[10 µM] | 0%
24 | O=C(COC(=O)C1CCN(C(=O)c2ccc(Cl)cc2)CC1)c1ccco1 | 4% | 14% | 1% | -1%[38.3 µM] | 1% | 15%[10 µM] | -8%
25 | CC(C)C1Cc2[nH]c(=O)c(C(=O)O)cc2CO1 (configuration not stated) | 11% | 8% | 0% | 2%[38.3 µM] | ? | -1%[0.074 µM] | 4%
26 | Cc1nc(Cc2ccc(OC(C)C)cc2)[nH]c(=O)c1CC(=O)O | ? | / | -1% | 3% | -14%[9.22 µM] | -5%[10 µM] | 3%
27 | COc1ccc(CCNC(=O)CSc2cn(Cc3ccccc3)c3ccccc23)cc1OC | ? | -23% | 1% | 24% | -4% | / | -7%[2.36 µM]
28 | N#Cc1cc2c([nH]c1=S)CCCC2 | 8% | -6% | 0% | -20% | 10% | / | 11%
29 | Cc1cc(C)nc(/N=C(\NC(=O)C(C)(C)C)Nc2ccccc2)n1 | / | / | / | / | -17%[9.22 µM] | -8%[10 µM] | 5%
30 | CN(C)/C=C/C(=O)c1cccc(C(F)(F)F)c1 | / | 1% | -1% | 19% | -16% | -29% | -6%

Quoted from the entries so far (three entries):
nr | SMILES | LMNA splice mod | SMN2 splice up | Luc counter | IMPase Li inh | HTT aggregate | HTT cytoprotect | CBFb RUNX1 block
28 | N#Cc1cc2c([nH]c1=S)CCCC2 | 8% | -6% | 0% | -20% | 10% | / | 11%
29 | Cc1cc(C)nc(/N=C(\NC(=O)C(C)(C)C)Nc2ccccc2)n1 | / | / | / | / | -17%[9.22 µM] | -8%[10 µM] | 5%
30 | CN(C)/C=C/C(=O)c1cccc(C(F)(F)F)c1 | / | 1% | -1% | 19% | -16% | -29% | -6%

(next part)
nr | SMILES | LMNA splice mod | SMN2 splice up | Luc counter | IMPase Li inh | HTT aggregate | HTT cytoprotect | CBFb RUNX1 block
31 | COc1ccc(Oc2c(Cl)cnn(-c3ccc(Cl)c(Cl)c3)c2=O)cc1 | ? | -60%[inhibitor] | 4% | -11% | 27% | 6%[10 µM] | 11%
32 | CC(C)(C)c1csc(NNC(=O)c2ccc(Br)cc2)n1 | / | -61%[inhibitor] | 1% | -1% | ? | -82%[inhibitor] | -13%
33 | COc1ccc(NC(=S)N(CCCN2CCCC2)Cc2cccs2)cc1 | ? | 12% | -1% | -10% | -10% | / | 1%
34 | COc1ccc2c(c1)O[C@H](c1ccc3c(c1)OCO3)[C@@H](OC(=O)N[C@H]1CCCc3ccccc31)C2=O | ? | 7%&-12% | 2%&0% | 4%&8% | -4% | ? | -5%
35 | O=C(O)/C=C/C(=O)NNC(=O)c1cc(-c2ccccc2)n[nH]1 | -24%[46 µM] | -11% | -3% | 3% | -3% | -61%[inhibitor] | -12%
36 | COC(=O)c1ccc(NCC(=O)N2CCCCCC2)cc1 | / | 30% | 1% | -9% | -2% | 0% | 6%
37 | Cc1[nH]n(-c2ccccc2)c(=O)c1CCOC(=O)c1cccc(C(F)(F)F)c1 | 3% | -13% | -2% | 6%[38.3 µM] | 5% | -1% | 2%
38 | CCOC(=O)N1CCN(C(=O)c2cc(S(=O)(=O)N3CCCC3)cn2C)CC1 | 0% | 2% | -1% | 1%[38.3 µM] | 2% | -4% | 5%
39 | COC(=O)[C@H](C)NC(=O)Nc1cc(Cl)ccc1C | ? | 9% | -4% | 17%[38.3 µM] | 4% | 8% | 1%
40 | CCc1ccc(OCc2nc(-c3ccccn3)no2)c(Br)c1 | -13% | 0.5µM* | -17% | 57%[activator][38.3 µM] | 3% | -11%[10 µM] | ?
41 | CCn1c(SCC(=O)Nc2nc3ccc(C)cc3s2)nc2c(c1=O)SC(C)C2 (configuration not stated) | -9% | -58%[inhibitor] | 3% | 16%[38.3 µM] | ? | -41%[inhibitor] | -4%
42 | Cc1ccc(SCCc2ccc(C)nc2)cc1 | -15% | / | / | / | 16% | 1%[10 µM] | 2%
43 | CCC1CCCCN1Cc1ccc(OC)c(OC)c1 (configuration not stated) | 0% | / | / | / | 7% | -3% | 4%
44 | Cc1ccc(-c2nn3c(C)nnc3c3ccccc23)cc1S(=O)(=O)N1CCN(CCO)CC1 | ? | 19% | 1% | -9%[38.3 µM] | ? | -20%[0.074 µM] | 0%
45 | CC(=O)c1c(C(C)=O)c(C)n(-c2ccc(C(=O)O)cc2)c1C | -2% | 2% | 0% | 2%[38.3 µM] | 2% | -27%[10 µM] | 5%
46 | COc1cc(C(=O)Nc2ccc(S(=O)(=O)N3CCc4ccccc43)cc2)cc(OC)c1OC | -5% | ? | -1% | 9%[38.3 µM] | -2% | -17% | -7%
47 | CCCNC(=O)NC(=O)CN1C(=O)NC(C)(c2ccc(C)cc2)C1=O (configuration not stated) | 8% | 0% | -4% | -3%[38.3 µM] | 16% | 19%[10 µM] | -3%
48 | CC1CCCCC1NC(=O)C1CCN(S(=O)(=O)c2ccc3c(c2)CCC(=O)N3)CC1 (configuration not stated) | 2% | 7% | -2% | 3%[38.3 µM] | 2% | -8% | -2%
49 | O=C1N/C(=N\N=C\c2ccco2)SC1Cc1ccc(F)cc1 (configuration not stated) | ? | 7% | -3% | 7% | 8% | -26% | -9%
50 | FC(F)(F)c1cc(-c2ccccc2)nc2nc(N3CCOCC3)sc12 | / | -39%[inhibitor] | -3% | -8% | 3% | -12% | -2%
51 | CC1(C)CC(=O)C(Sc2ccccc2[N+](=O)[O-])=C(O)C1 | ? | 26% | 0% | -6% | 0% | / | 2%
52 | CCC(c1nnc(SCC(=O)NCCc2ccc(Cl)cc2Cl)o1)N(C)C (configuration not stated) | 5% | -18% | -4% | 5%[38.3 µM] | 3% | -9%[10 µM] | 3%
53 | O=C(Nc1ccc2c(c1)oc1ccc(S(=O)(=O)N3CCCC3)cc12)C1CC1 | 4% | 3% | 4% | 18%[38.3 µM] | -7% | -1% | 9%

Screening results as filed in PubChem BioAssay.
